OX1R antagonist: antagonists of human orexin 1 receptor; CHO/OX1R cells, Fluo-8 calcium fluorescence, orexin A; inhibition, % at 5 µM; hit rate 0.43% among 330,000; AID 434989;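 active = inhibition above its plate's threshold, mean inhibition of all tested compounds on the plate plus 3 SD, cut at about 37% in these data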;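 also: 0% = orexin A challenge wells and 100% = SB-334867-A antagonist wells; not every result past the cut was called active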
Target sequence (O43613 whole entry, looked up): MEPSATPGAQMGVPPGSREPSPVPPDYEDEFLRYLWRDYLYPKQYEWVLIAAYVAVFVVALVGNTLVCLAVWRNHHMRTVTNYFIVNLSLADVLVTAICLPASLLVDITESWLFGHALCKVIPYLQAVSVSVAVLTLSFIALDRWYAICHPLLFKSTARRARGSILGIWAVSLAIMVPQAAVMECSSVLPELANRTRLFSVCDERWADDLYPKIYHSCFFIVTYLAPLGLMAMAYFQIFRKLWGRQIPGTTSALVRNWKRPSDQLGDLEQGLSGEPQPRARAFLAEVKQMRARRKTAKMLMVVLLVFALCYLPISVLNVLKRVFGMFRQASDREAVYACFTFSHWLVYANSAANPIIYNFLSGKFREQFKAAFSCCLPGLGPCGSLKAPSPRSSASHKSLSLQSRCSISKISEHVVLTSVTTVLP
CHT PAM: allosterically activates the human high affinity choline transporter; CHT-expressing cells, membrane potential dye, choline EC20; stronger effect = higher value; LV-AA mutant CHT in HEK293 cells; hit rate 0.49% among 310,000; Q9GZV3; B-score at 10 µM;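 active = initial fluorescence not abnormally high and integrated response B-score, plate-corrected, over 3 SD above library mean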
Target sequence (Q9GZV3 whole entry, looked up): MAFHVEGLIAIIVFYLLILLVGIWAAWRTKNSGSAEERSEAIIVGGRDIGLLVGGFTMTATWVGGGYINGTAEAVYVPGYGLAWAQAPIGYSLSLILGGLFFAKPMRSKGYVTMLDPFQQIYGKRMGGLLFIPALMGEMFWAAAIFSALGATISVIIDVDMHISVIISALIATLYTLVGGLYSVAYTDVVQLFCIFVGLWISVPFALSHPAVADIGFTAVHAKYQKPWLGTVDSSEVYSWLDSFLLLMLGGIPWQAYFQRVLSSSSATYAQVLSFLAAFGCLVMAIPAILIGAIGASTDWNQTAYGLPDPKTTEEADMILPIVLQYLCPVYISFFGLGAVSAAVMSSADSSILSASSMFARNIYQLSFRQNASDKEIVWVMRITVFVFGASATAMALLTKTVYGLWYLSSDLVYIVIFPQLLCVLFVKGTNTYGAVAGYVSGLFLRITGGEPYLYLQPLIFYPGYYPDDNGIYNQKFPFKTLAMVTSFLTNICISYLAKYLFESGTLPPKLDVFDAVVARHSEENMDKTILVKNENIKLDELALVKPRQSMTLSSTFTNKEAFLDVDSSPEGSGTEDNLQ
* hit, by the source's call; i = inactive; nt = no result given.

SMILES	OX1R antagonist	CHT PAM
NS(=O)(=O)c1ccc(NS(=O)(=O)c2ccc(C3CNC(=O)C3)cc2)cc1 (stereo unspecified)	-7	i
Cc1cccc(C(CC(=O)NCCc2ccccc2)c2ccccc2)c1O (stereo unspecified)	14	i
COc1ccc2c(COC(=O)[C@H](C)NS(=O)(=O)c3ccccc3F)cc(=O)oc2c1	-10	nt
CC(C)c1nc(CNC(=O)C2CCC(=O)N(CCc3cccc(F)c3)C2)cs1 (stereo unspecified)	nt	i
Cc1ccc(C(=O)NCCNC(=O)COc2ccc(Cl)cc2)cn1	-24	i
Cc1c(-c2cccc(NC(=O)c3cccs3)c2)nc2ncccn12	-11	i
CC(C)OC(=O)CC12CN3CN(C1)CC(CC(=O)OC(C)C)(C3)C2=O	-20	i
C/C(=C\C(=O)Nc1cscc1C)C(=O)O	-13	i
CCOc1ccc(S(=O)(=O)NCCC(=O)N2CC=C(c3ccccc3)CC2)cc1	25	nt
Cc1ccc(S(=O)(=O)N2CCC[C@H]2C(=O)OCC(=O)c2ccc3c(c2)NC(=O)CO3)cc1	-25	i
O=C(CCc1nc2ccccc2c(=O)[nH]1)N1CCCc2ccccc21	-14	i
Cc1ccc(-c2cnc3n2CCCCC3)cc1	-3	i
Cc1ccccc1CSCCNS(C)(=O)=O	-3	i
COc1ccc(C(=O)N2CCCC(c3nc(-c4cccs4)no3)C2)cc1 (stereo unspecified)	-17	i
CCOc1ccccc1NC(=O)CSc1nnc(Cc2ccc(OC)cc2)c(=O)n1N	-26	i
CC1=C(C(=O)Nc2ccc(C)cc2C)C(c2cccs2)NC(=S)N1 (stereo unspecified)	-7	i
COc1cccc(NC(=O)c2cc(-c3cccnc3)nc3c(Cl)cccc23)c1	-14	i
O=C(O)c1cccc(NC(=O)c2cn(-c3ccccc3)nc2-c2cccc(Br)c2)c1	30	i
CCCCn1c(SCC(=O)Nc2cc(C)on2)nc2c1c(=O)n(C)c(=O)n2C	-7	i
O=C(Cn1ccc(NC(=O)OCc2ccccc2)nc1=O)NCCCn1ccnc1	-7	nt
COc1cnc(-c2ccccc2)nc1Oc1cccc(C)c1C	-34	i
CCCc1nn2c(=O)cc(COc3cccc(NC(=O)c4ccco4)c3)nc2s1	-35	i
CC(C)(Cc1cccc(CC(C)(C)C(=O)O)c1)C(=O)O	-9	i
O=C(O)CSc1nnc(-c2cccc(S(=O)(=O)N3CCOCC3)c2)n1-c1cccc(Cl)c1	-12	i
Cc1ccccc1OCCOC(=O)c1nc2nccc(C)n2n1	-11	i

Reprinted from the results shown, 16 compounds:
SMILES	OX1R antagonist	CHT PAM
Cc1cccc(C(CC(=O)NCCc2ccccc2)c2ccccc2)c1O (stereo unspecified)	14	i
COc1ccc2c(COC(=O)[C@H](C)NS(=O)(=O)c3ccccc3F)cc(=O)oc2c1	-10	nt
CC(C)c1nc(CNC(=O)C2CCC(=O)N(CCc3cccc(F)c3)C2)cs1 (stereo unspecified)	nt	i
Cc1ccc(C(=O)NCCNC(=O)COc2ccc(Cl)cc2)cn1	-24	i
Cc1c(-c2cccc(NC(=O)c3cccs3)c2)nc2ncccn12	-11	i
CC(C)OC(=O)CC12CN3CN(C1)CC(CC(=O)OC(C)C)(C3)C2=O	-20	i
C/C(=C\C(=O)Nc1cscc1C)C(=O)O	-13	i
CCOc1ccc(S(=O)(=O)NCCC(=O)N2CC=C(c3ccccc3)CC2)cc1	25	nt
Cc1ccc(S(=O)(=O)N2CCC[C@H]2C(=O)OCC(=O)c2ccc3c(c2)NC(=O)CO3)cc1	-25	i
O=C(CCc1nc2ccccc2c(=O)[nH]1)N1CCCc2ccccc21	-14	i
Cc1ccc(-c2cnc3n2CCCCC3)cc1	-3	i
Cc1ccccc1CSCCNS(C)(=O)=O	-3	i
COc1ccc(C(=O)N2CCCC(c3nc(-c4cccs4)no3)C2)cc1 (stereo unspecified)	-17	i
CCOc1ccccc1NC(=O)CSc1nnc(Cc2ccc(OC)cc2)c(=O)n1N	-26	i
CC1=C(C(=O)Nc2ccc(C)cc2C)C(c2cccs2)NC(=S)N1 (stereo unspecified)	-7	i
COc1cccc(NC(=O)c2cc(-c3cccnc3)nc3c(Cl)cccc23)c1	-14	i

New compounds follow:
SMILES	OX1R antagonist	CHT PAM
CCc1ccccc1NC(=O)NC(C)c1ccc2c(c1)OCO2 (stereo unspecified)	-4	i
COc1cc(Cl)c(C)cc1NC(=O)CSc1nnc(-c2cccnc2)n1Cc1ccco1	-34	i
CC1(C)Oc2ccc(C(=O)Nc3ccccc3)cc2N(CC#N)C1=O	6	i
O=C(CNc1ccc(F)cc1)N/N=C1\CCCc2ccccc21	-18	i
Cc1ccn(-c2n[nH]c(C)c2[N+](=O)[O-])n1	-6	i
CCOC(=O)c1c(NC(=O)c2ccoc2C)sc2c1CCC2	4	i
COc1ccc(OCc2nc3ccc(S(=O)(=O)Nc4ccccc4Cl)cc3[nH]2)cc1	-9	i
CC(=O)Nc1ccc2c(c1)CCCC2=O	-14	i
COc1cccc(CN2CC(C(=O)NCCCc3ccc(C)cc3)CCC2=O)c1 (stereo unspecified)	-23	i
COc1ccccc1C(=O)OCC#CCSc1nnc(-c2cccc3ccccc23)o1	18	nt
Cc1cc(C)cc(NC(=O)Nc2ccc(S(=O)(=O)Nc3cc(C)on3)cc2)c1	-14	i
CCOC(=O)Cc1nnc(NC(=O)C(CC)Sc2nc(C)cc(=O)[nH]2)s1 (stereo unspecified)	18	i
C#CCOCCOCCOCCNc1nc(N2CCN(C(=O)CCCCCCCCCCNC(=O)[C@H](CCCCN)n3cc(C[C@@H](C)CC)nn3)CC2)nc(N2CCN(C(=O)CCCCCCCCCCNC(=O)[C@H](CCCCN)n3cc(C[C@@H](C)CC)nn3)CC2)n1	33	i
CCC(C)(C)NC(=O)CN(C(=O)CCC(=O)Nc1ccccn1)c1ccc2c(c1)OCO2	-20	i
Cn1c(Cl)cnc1C(O)(c1ccccc1)c1ccccc1	-11	i
Cc1ccc2nc(-c3ccccn3)cc(C(=O)NC(C)C(C)(C)C)c2c1 (stereo unspecified)	-29	i
NC(=O)C1CCN(C(=O)CCC(=O)c2ccc(Br)cc2)CC1	-3	i
CC(=O)N(Cc1cccs1)C1CCOC(C)(C)C1 (stereo unspecified)	1	i
O=C(Nc1c2c(nn1-c1ccc(Cl)cc1)CS(=O)(=O)C2)C1CC1	-8	i
COc1ccc(CC(=O)NNC(=O)[C@@H]2CCCC[C@@H]2C(=O)O)cc1	-9	i
COc1cccc(/C=N/NC(=O)c2ccc([N+](=O)[O-])cc2Cl)c1O	-18	i
Cc1ccc(O)c(C(CC(=O)NC2CCCCC2)c2ccccc2)c1 (stereo unspecified)	-8	i
Cc1ccc(C(=O)COC(=O)c2cccc(N3C(=O)c4c(C)nc5ccccc5c4C3=O)c2)cc1C	-13	i
Cc1cccc(N2CCN(C(=O)c3ccncc3)CC2)c1C	-8	i
CCN(CC)S(=O)(=O)c1cccc(-c2nnc(SC(C)C(=O)NCCC3=CCCCC3)o2)c1 (stereo unspecified)	-33	i
(list continues)
SMILES	OX1R antagonist	CHT PAM
C=CCn1c(NCc2ccccc2O)nc2ccccc21	-29	i
O=C(Nc1ccc2c(c1)OCCO2)C1CCN(S(=O)(=O)c2ccccc2)CC1	-16	i
O=S(=O)(Nc1ccc(-c2ccc3nncn3n2)cc1)c1cccs1	8	i
Cc1c(C(=O)N/N=C/c2ccc(O)cc2)sc(=S)n1C	5	i
COc1ccc(NC(=O)c2sc3nc(N4CCOCC4)c4c(c3c2N)CCCC4)c(OC)c1	-23	i
O=C(CN1CCN(Cc2ccccc2)CC1)N/N=C/C=C/c1ccccc1[N+](=O)[O-]	-28	i
CCOC(=O)CC1COc2ccccc2N1C(=O)c1ccc(C)cc1 (stereo unspecified)	-33	i
CN(C)C(CNC(=O)c1cccc(NS(=O)(=O)c2ccc(Br)cc2)c1)c1ccco1 (stereo unspecified)	-23	i
COc1ccc2[nH]c(C(=O)O)c(CCNC(=O)/C=C/c3ccc(O)c(OC)c3)c2c1	10	i
CS(=O)(=O)N(CC(=O)NC1CCCCC1)c1cccc(Cl)c1	-16	i
CCOc1ccccc1NC(=O)Cn1nnc(C(=O)NCc2ccc3c(c2)OCO3)c1N	-23	i
CC(C)CCN1CC(O)=C(c2nc3ccccc3[nH]2)C1=N	-10	i
Cc1ccc(-c2nnc(NC(=O)Cc3ccc(F)cc3)o2)c(C)c1	-19	i
N#Cc1ccccc1NC(=S)NC(=O)c1cccnc1	-9	i
C/C(=N\NC(=O)CN(c1ccc(Oc2ccccc2)cc1)S(C)(=O)=O)C(C)(C)C	-2	i
O=C(COC(=O)C12CC3CC(CC(Cl)(C3)C1)C2)N1CCCCC1	7	nt
CC(C)(C)OC(=O)NCCCCCc1cn(CC(=O)NCCCCCCCCCCC(=O)N2CCN(C(=O)OC(C)(C)C)CC2)nn1	-26	i
COc1ccc(NC(=O)CSC2=C(C#N)C(c3ccco3)C(C(=O)Nc3nc4ccccc4s3)=C(C)N2)cc1 (stereo unspecified)	-6	i
N#CC1=C(N)OC2=C(C(=O)CCC2)C1C1C=CCCC1 (stereo unspecified)	-6	i
Brc1ccc(Oc2ncc(CN3CCN(c4ccccc4)CC3)s2)cc1	-13	i
COc1ccccc1/C=N/NC(=O)CC(=O)NC1CCCCC1	0	i
Cc1ccccc1OCC(=O)NCC(c1cccs1)N1CCOCC1 (stereo unspecified)	-28	i
FC(F)(F)c1ccc(-n2cnc3ccccc32)nc1	-6	i
O=C(N/N=C/c1ccccn1)c1c[nH]c2ccccc12	3	i
Cn1nc(-c2ccc(C(=O)NC3CCCCC3)cc2)c2ccccc2c1=O	-21	i
Next compounds.
SMILES	OX1R antagonist	CHT PAM
CCc1noc(C)c1C(=O)NNC(=O)COc1ccc(Br)cc1	-2	i
CCc1nc(SCc2ccc([N+](=O)[O-])cc2)n[nH]1	-4	i
c1ccc(CSc2nnc(Cc3ccccc3)o2)cc1	-13	i
CCOc1ccc(CN2CCN(Cc3cnc(N4CCOCC4)s3)CC2CCO)cc1 (stereo unspecified)	-8	i
O=C(CSc1nnc(-c2cccnc2)n1Cc1ccco1)c1ccc2ccccc2c1	-12	i
c1cncc(CNc2ncnc3sc4c(c23)CCC4)c1	-12	i
CCC(C)(C)NC(=O)/C=C/c1cnc2ccccc2n1	-24	i
CCCc1c(C)nc2ccc(OC)cc2c1SCCC(=O)O	-1	i
Clc1ccc(-c2nn3cnnc3s2)c(Cl)c1	-29	i
COc1cccc(Cn2nnc(C(=O)NCc3ccc4c(c3)OCO4)c2N)c1	-13	i
CC(C)CC(C(=O)O)N1C(=O)[C@@H]2[C@H](C1=O)[C@@H]1C[C@H]2C(Br)C1Br (stereo partly specified)	-28	i
O=C(Nc1ccc(NC(=O)C2CC2)nc1)c1ccncc1	-4	i
COC(=O)c1ccc(Nc2cc(C)nc3nc(C)nn23)cc1	-3	i
COc1ccc(OC)c(NC(=O)c2nnn(CC(=O)Nc3ccc4c(c3)OCO4)c2N)c1	-9	i
CCCCN(C)CCNC(=O)CCn1nc(-c2ccc(C)cc2)ccc1=O	-10	i
COC(=O)C1=C(C)N(Cc2ccco2)C(=O)N[C@H]1c1ccccc1	-11	i
O=C(CCCCC(=O)NNC(=O)COc1ccccc1)NNC(=O)COc1ccccc1	-15	i
Cc1ccc(C)c(OCCC(=O)OCC(=O)NC2CCCC2)c1	-10	i
O=S(=O)(NCc1ccccc1)c1ccccc1NCc1ccc(Cl)cc1	17	nt
Cc1cccc(-c2noc(CN(C(C)C)S(=O)(=O)c3ccc(F)cc3)n2)c1	25	i
Cc1cc(C(=O)COc2ccc(Cl)cc2Br)c(C)n1C	-7	i
Cc1csc(NC(=O)C2CCCO2)n1 (stereo unspecified)	-11	i
CCOC(=O)C(=CNc1cc(C(F)(F)F)ccc1N1CCOCC1)C(=O)OCC	-28	i
CC1CCCN(C(=O)COC(=O)c2cc(-c3cccs3)nn2-c2ccccc2)C1 (stereo unspecified)	-16	i
COc1ccc(OC)c(CCNC(=O)CC2(CC3=NS(=O)(=O)c4ccccc4N3)CCCC2)c1	-23	i
Next section:
SMILES	OX1R antagonist	CHT PAM
CC1CCN(CCCNC(=O)c2cc3sccc3n2C)CC1	-22	i
COc1ccc(Cl)cc1NC(=O)CN(C)C(=O)/C=C/c1ccco1	-19	nt
CCN(CC)CCOC(=O)c1c(C)n(C)c2ccc(OC)cc12	-9	i
C/C(=N/NC(=O)c1nnn(-c2nonc2N)c1-c1ccccc1)c1ccc2c(c1)OCO2	-5	i
COC(=O)Cc1coc2cc(OC)ccc12	2	nt
COc1cnn(-c2ccccc2)c(=O)c1SCc1ccc(Cl)c(Cl)c1	-22	i
Cc1ccc(C)n1NC(=O)c1ccccc1[N+](=O)[O-]	-1	i
Cc1cc(C(=O)COC(=O)c2nccnc2N)c(C)n1C	-19	i
CCOc1ccc(NC(=O)CSc2nc(N)c(-c3ccccc3)c(=O)[nH]2)cc1	-14	i
Nn1c(=O)[nH]c2ccccc2c1=O	-9	i
COc1ccc(C(=O)NC(CCSC)C(=O)NC2CC2)cc1 (stereo unspecified)	0	nt
Cc1csc(SCC(=O)NC23CC4CC(CC(C4)C2)C3)n1	-14	i
O=C(Nc1ccc(OC(=O)c2ccco2)cc1)c1ccco1	-17	i
COc1cccc(NC(=O)Nc2cc(C(=O)NC(C)C)ccc2N2CC3CC(C2)c2cccc(=O)n2C3)c1 (stereo unspecified)	-22	i
CCn1c(CNC(=O)c2ccc(OC)c(OC)c2)nnc1SCC(=O)c1ccc(OC)cc1	-13	i
COc1ccccc1CNC(=O)CN1c2cccc3cccc(c23)S1(=O)=O	-7	nt
CCOc1ccc(NC(=O)CSc2nnc(Cn3cnc4ccccc43)n2C)cc1	-14	i
COC(=O)c1ccc(CNC(=O)Cn2cnc3c(NCc4ccccc4)ncnc32)cc1	-14	nt
COc1cccc(CNC(=O)COC(=O)c2c(C)nn(-c3ccccc3)c2Cl)c1	2	nt
Fc1ccc(-c2nc3ccccn3c2NCc2ccc3c(c2)OCO3)cc1	-18	i
Cc1cc(C(=O)CN2C(=O)C(=O)N(CC(C)C)C2=O)c(C)n1C1CC1	-8	nt
Cc1ccc(NC(=O)COC(=O)c2ccc(-n3cccn3)cc2)cc1C	6	nt

Screens: PubChem, several laboratories
